High-throughput results: PubChem BioAssay, National Center for Advancing Translational Sciences (NCATS)
Chronic BCR inh – inhibitors of chronic active B-cell receptor signaling; AID 493014; ABC-DLBCL IkBa-CBG/CBR reporter, luminescence ratio, 4 h; actives 0.05% (n = 340,000); Potency, µM (highest dose often 46.1 µM), for the others: top-dose ratio change, negative = lower green/red ratio, usual class: inhibitors; active = well fitted inhibition curve with a large enough effect in the signal ratio, with a control signal flat, not every such curve was filed as active; inconclusive = small, poorly fitted or top-dose-only effect, or effect the other way, or a change in a side signal; the % refers to the signal ratio;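 also: plate controls were basal doxycycline-induced cells for no effect and cells given 10 µM MG132 for full effect; MG132 reads +100%, hits lower the ratio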
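TMD8 ABC-DLBCL cells carrying doxycycline-inducible green luciferase fused to IkappaBalpha plus unfused red luciferase were exposed to compounds (up to 46 uM) for 4 hrs at 37C. Activity came from the overlap-corrected green/red luminescence ratio.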
* = called active by the depositor; ? = inconclusive. Potency is read from the fitted curve at half-maximal effect. An excerpt. The share of hits here may be higher or lower than overall.

item | SMILES | Chronic BCR inh
1 | CCOC(=O)N1CCc2c(sc(NCc3cccc(F)c3)c2C(=O)Nc2ccc(OCC)cc2)C1 | ?
2 | O=C(C1COc2ccccc2O1)N1CCN(c2nc3c(F)cccc3s2)CC1 (stereo not given) | -10.2%
3 | Cc1ccc(CNc2ncnc3c2c(-c2ccccc2)cn3-c2cccc(Cl)c2)cc1 | -2.3%
4 | CCOC(=O)c1c(S(=O)(=O)N2CCC(C(=O)Nc3cccc(C)n3)CC2)c(C)n(C)c1C | 7.7%
5 | O=C(CCSCc1ccccc1F)N1CCN(c2ccc(F)cc2)CC1 | 0.2%
6 | CCCCNC(=O)CN1CCN(c2ccc(NC(=O)c3ccc(OC)cc3)cc2C(=O)O)CC1 | -21.0%
7 | CCOC(=O)c1cc(-c2ccc(F)cc2)n(CCC(=O)Nc2ccccc2OC)c1C | -2.3%
8 | COc1ccc(NC(=O)CSc2nnc(NC(=O)Nc3ccc(OC)cc3)s2)cc1 | 14.6%
9 | COc1ccccc1CNC(=O)c1ccc2c(c1)nc(C)n2-c1ccccc1OC | 2.7%
10 | Cc1c(Cl)cccc1NC(=O)CSc1nc(=O)n(Cc2ccco2)c2c1CCC2 | ?
11 | COc1ccccc1N1CCN(c2ncnc3c2cnn3-c2ccc(C)cc2)CC1 | 1.7%
12 | CCOc1ccc(-c2cc(C(=O)N3CCN(c4cccc(C(F)(F)F)c4)CC3)c3ccccc3n2)cc1 | 0.3%
13 | O=C(C1COc2ccccc2O1)N(Cc1cccnc1)c1nc2c(Cl)cccc2s1 (stereo not given) | 15.5%
14 | COc1ccc(N2CC(NC(=O)CCCc3ccccc3)CC2=O)cc1 (stereo not given) | -6.4%
15 | Cc1cc(C)c2sc(N(Cc3cccnc3)C(=O)CCOc3ccccc3)nc2c1 | -1.6%
16 | Cc1cccc(Nc2sc(C(=O)c3ccc(Cl)cc3)c(N)c2C(N)=O)c1 | ?

Random excerpt: 6 records from the list.
item | SMILES | Chronic BCR inh
13 | O=C(C1COc2ccccc2O1)N(Cc1cccnc1)c1nc2c(Cl)cccc2s1 (stereo not given) | 15.5%
10 | Cc1c(Cl)cccc1NC(=O)CSc1nc(=O)n(Cc2ccco2)c2c1CCC2 | ?
14 | COc1ccc(N2CC(NC(=O)CCCc3ccccc3)CC2=O)cc1 (stereo not given) | -6.4%
9 | COc1ccccc1CNC(=O)c1ccc2c(c1)nc(C)n2-c1ccccc1OC | 2.7%
16 | Cc1cccc(Nc2sc(C(=O)c3ccc(Cl)cc3)c(N)c2C(N)=O)c1 | ?
12 | CCOc1ccc(-c2cc(C(=O)N3CCN(c4cccc(C(F)(F)F)c4)CC3)c3ccccc3n2)cc1 | 0.3%

(cont.)
item | SMILES | Chronic BCR inh
17 | CN1CCN(C(c2ccc(F)cc2)c2sc3nc(-c4ccco4)nn3c2O)CC1 (stereo not given) | -4.6%
18 | Cc1ccc(CSCc2ccc(C(=O)NCCc3ccc(Cl)cc3)o2)cc1 | -5.7%
19 | CN1C(=O)c2ccccc2Sc2ccc(NC(=O)c3ccccc3F)cc21 | ?
20 | COc1cccc(CN2C(=O)c3ccccc3C2C(=O)NCCc2ccc(OC)c(OC)c2)c1 (stereo not given) | -22.7%
21 | COc1ccc(/C=C\C(=O)NC2CC(=O)N(c3ccccc3)C2)cc1OC (stereo not given) | -10.1%
22 | CC(=O)N1CCc2c(sc3c2c(=O)n(-c2cccc(Cl)c2)c(=O)n3Cc2ccc(F)cc2Cl)C1 | -6.0%
23 | CCOC(=O)c1cc(-c2ccc(OC)cc2)n(CCC(=O)Nc2cccc(C(C)=O)c2)c1C | ?
24 | CC(C)c1ccc(NC(=O)CSC2=Nc3ccccc3C3=NC(CCC(=O)NCc4ccco4)C(=O)N23)cc1 (stereo not given) | 12.8%

Reformatted with values ahead of the structure: part of the list above
entry | Chronic BCR inh | molecule
18 | -5.7% | Cc1ccc(CSCc2ccc(C(=O)NCCc3ccc(Cl)cc3)o2)cc1
19 | ? | CN1C(=O)c2ccccc2Sc2ccc(NC(=O)c3ccccc3F)cc21

Returning to the listing, starting four compounds before the break.
item | SMILES | Chronic BCR inh
21 | COc1ccc(/C=C\C(=O)NC2CC(=O)N(c3ccccc3)C2)cc1OC (stereo not given) | -10.1%
22 | CC(=O)N1CCc2c(sc3c2c(=O)n(-c2cccc(Cl)c2)c(=O)n3Cc2ccc(F)cc2Cl)C1 | -6.0%
23 | CCOC(=O)c1cc(-c2ccc(OC)cc2)n(CCC(=O)Nc2cccc(C(C)=O)c2)c1C | ?
24 | CC(C)c1ccc(NC(=O)CSC2=Nc3ccccc3C3=NC(CCC(=O)NCc4ccco4)C(=O)N23)cc1 (stereo not given) | 12.8%
25 | Cc1ccc(C)c(N2C(=O)N(Cc3cccc(C(F)(F)F)c3)c3ccccc3S2(=O)=O)c1 | -1.3%
26 | CCOC(=O)c1ccc(CN(Cc2ccccc2)S(=O)(=O)c2ccc(Cl)cc2)cc1 | 7.9%
27 | CCCc1cnc2c(c1SCC(=O)NCc1ccc(C)cc1)c(=O)n(C)c(=O)n2C | -9.3%
28 | CCCCSCCCNC(=O)c1cc(-c2cccnc2)nc2ccc(S(=O)(=O)N3CCC(C)CC3)cc12 | 2.8%
29 | CCOC(=O)c1cc2c(=O)n3ccccc3nc2n(Cc2ccco2)c1=NC(=O)c1cccc(Br)c1 | ?
30 | CN1CC(=O)Nc2cc(C(=O)O)ccc21 | -9.5%
31 | CCOC(=O)c1c(S(=O)(=O)N2CCC(C(=O)N3CCN(c4cccc(C)c4C)CC3)CC2)c(C)n(C)c1C | -2.6%
32 | O=S(=O)(NCC(c1ccco1)N1CCOCC1)c1ccc(Br)cc1 (stereo not given) | -1.9%
33 | CC1CCCCN1S(=O)(=O)c1ccc2c(c1)oc(=O)n2CC(=O)Nc1ccc(Cl)cc1 (stereo not given) | 17.0%
34 | O=C(Nc1cc(Cl)ccc1Cl)c1cc(S(=O)(=O)N2CCc3ccccc3C2)ccc1F | -5.5%
35 | O=C(CSc1nc(Nc2ccc(F)c(F)c2)c2ccccc2n1)c1ccc(Cl)cc1 | -2.4%
36 | COc1ccc(NC(=O)c2ccc3c(c2)N(Cc2cccc(Cl)c2)C(=O)c2ccccc2S3=O)cc1Cl (stereo not given) | 6.1%
37 | CCOc1ccc(-c2cn(-c3ccc(C)cc3)c(SCC(=O)Nc3ccc(C)cc3)n2)cc1 | -3.7%
38 | COc1cccc(C(=O)Nc2ccc(-n3nncc3-c3ccc(Br)cc3)cc2)c1OC | -6.4%
39 | CC(=O)C1=C(c2ccccc2)N(C(C)=O)n2c(nnc2C2CCCCC2)S1 | 21.5%
40 | CN(C)c1ccc(NC(=O)CN2C(=O)c3ccccc3Sc3ccc(C(=O)N4CCCC4)cc32)cc1 | -9.7%
41 | COc1ccc(S(=O)(=O)N(CC(=O)Nc2cccc(C)c2)c2ccc(C)cc2)cc1OC | ?
42 | CCc1ccc(NC(=O)c2ccc(F)c(S(=O)(=O)N3CCC4(CC3)OCCO4)c2)cc1 | -0.2%
43 | CCOc1ccc(S(=O)(=O)NCCc2sc3nc(-c4ccc(C)cc4)nn3c2C)cc1 | 5.4%
44 | COc1cccc(C2C(=O)N(C3CCCCC3)CC(=O)N2Cc2ccc(Cl)cc2)c1 (stereo not given) | 3.6%
45 | O=C(Nc1cccc(Cl)c1Cl)c1cc(S(=O)(=O)NCc2ccc3c(c2)OCO3)ccc1F | -2.7%
46 | CCOC(=O)c1c(S(=O)(=O)N2CCCC(C(=O)NCc3ccccc3Cl)C2)c(C)n(C)c1C (stereo not given) | 1.5%
47 | OCCN1CCN(c2ncnc3c2cnn3-c2cccc(Cl)c2)CC1 | ?
48 | O=S(=O)(NCC(c1ccco1)S(=O)(=O)c1cccs1)c1ccccc1 (stereo not given) | 5.9%

Three compounds from above, arranged by molecular weight, high to low:
item | SMILES | Chronic BCR inh
44 | COc1cccc(C2C(=O)N(C3CCCCC3)CC(=O)N2Cc2ccc(Cl)cc2)c1 (stereo not given) | 3.6%
48 | O=S(=O)(NCC(c1ccco1)S(=O)(=O)c1cccs1)c1ccccc1 (stereo not given) | 5.9%
47 | OCCN1CCN(c2ncnc3c2cnn3-c2cccc(Cl)c2)CC1 | ?

Additional structures follow.
item | SMILES | Chronic BCR inh
49 | O=S(=O)(c1cc(Br)c(Br)s1)N1CCN(c2ccccc2)CC1 | 0.0%
50 | CC1CCC(NC(=O)c2ccc3c(c2)N(Cc2cccc(Cl)c2)C(=O)c2ccccc2S3=O)CC1 (stereo not given) | ?
51 | Cc1ccc(-n2cnnn2)cc1S(N)(=O)=O | 8.8%
52 | Cc1ccc(-n2ncc3c(Nc4cccc(C)c4C)ncnc32)cc1 | 4.7%
53 | CCOc1ccc(CNC(=O)c2cnc(SC)nc2CC)cc1 | ?
54 | CCN1CCN(C(c2ccccc2)c2sc3nc(-c4ccco4)nn3c2O)CC1 (stereo not given) | 4.5%
55 | CCOc1ccc(NC(=O)N(C(C)C)C2CCN(C(C)=O)CC2)cc1 | -1.3%
56 | Cc1cc2c(cc1S(=O)(=O)N(C)CC(=O)Nc1cccc(C#N)c1)OCC(=O)N2 | 0.9%
57 | O=C(NCCC1=CCCCC1)c1ccc2c(c1)ncn2-c1cccc(Cl)c1 | ?
58 | CCOc1ccccc1NC(=O)Cn1c(=O)n(Cc2ccccc2)c(=O)c2c(C)c(C(=O)N(C)C)sc21 | 3.3%
59 | CCC(=O)Nc1cccc(-c2nc3cc(C)ccc3o2)c1 | ?
60 | CCN(CC)S(=O)(=O)c1ccc(C(=O)NC2CC(=O)N(c3ccc(OC)c(OC)c3)C2)cc1 (stereo not given) | -10.5%
61 | COc1ccc(NC(=O)CSc2nccn2C2CCCC2)cc1OC | ?
62 | COc1ccc(C(=O)Nc2nc3n(n2)C(c2ccccc2)C=C(c2ccccc2)N3)cc1 (stereo not given) | 0.3%
63 | CCOc1ccc(CCNc2ncnc3onc(-c4ccc(F)cc4)c23)cc1OCC | ?
64 | Cc1cccc(N2CCN(c3cc(C)nc4c(-c5ccc(Cl)cc5)c(C)nn34)CC2C)c1 (stereo not given) | -24.9%
65 | Cc1cc(C)c2nc(N(Cc3cccnc3)C(=O)c3cccs3)sc2c1 | -1.8%
66 | CC1CCN(C(c2ccccc2)c2sc3nc(-c4ccco4)nn3c2O)CC1 (stereo not given) | 21.6%
67 | Cn1nccc1C(=O)NCc1ccc2c(c1)CCN2C(=O)c1ccc(Cl)cc1 | 11.2%
68 | O=c1c2cn[nH]c2nc(SCc2cccc(Br)c2)n1-c1ccc(Cl)cc1 | ?
69 | COc1ccc(CC(=O)N2CCc3cc(OC)c(OC)cc3C2COc2cc(C)cc(C)c2)cc1OC (stereo not given) | -0.9%
70 | COCCN(CCOC)c1ncnc2c1c(-c1ccccc1)cn2-c1ccc(C)c(Cl)c1 | -3.5%
71 | COCCCn1c(SCC(=O)Nc2ccc(OC)cc2)nc2c(sc3ccccc32)c1=O | -6.9%
72 | CC(NC(=O)C(=O)Nc1c2c(nn1-c1ccc(F)cc1)CSC2)c1ccccc1 (stereo not given) | 18.0%
73 | COc1ccc(N2CC(NC(=O)Cc3cccs3)CC2=O)cc1OC (stereo not given) | 18.7%
74 | COc1ccc(-c2cnnn2-c2ccc(NC(=O)c3ccc(S(=O)(=O)N(C)C)cc3)cc2)cc1 | 2.1%
75 | COCCNC(=O)CSc1nnc(-c2ccc(OC)c(OC)c2)c(-c2ccc(OC)c(OC)c2)n1 | ?
76 | COc1ccc(-c2nn3c(-c4ccccc4)nnc3c3ccccc23)cc1 | -18.2%
77 | Cc1ccc(-n2ncc3c(N4CCN(C)CC4)ncnc32)cc1 | 11.1%
78 | CCOCCCn1c(SCC(=O)Nc2ccc(CC)cc2)nc2ccccc2c1=O | -0.3%
79 | Cc1ccc(N2CCN(C(=O)Cc3c(C(=O)O)c(C)cn3C)CC2)c(C)c1 | -2.9%
80 | O=C(CCCCCn1c(=O)[nH]c2ccccc2c1=O)NCc1ccccc1 | -4.6%
81 | O=S(=O)(Nc1cccc(-c2ccc(N3CCCC3)nn2)c1)c1ccc(F)cc1F | ?
82 | Cc1cccc(C2C=C(c3ccc(C)c(C)c3)Nc3nnnn32)c1 (stereo not given) | -10.0%
83 | CC(C)c1ccc(S(=O)(=O)N2CCN(Cc3cccc(F)c3)CC2)cc1 | 12.7%
84 | COc1ccc(C(=O)NNc2ncnc3c2cnn3-c2ccccc2)cc1 | ?
85 | CCCCNC(=O)c1cc(Sc2ccc(OCC)cc2)nc2ccccc12 | 5.7%
86 | C=Cc1ccc(CN2C(=O)N(c3ccc(CC)cc3)S(=O)(=O)c3ccccc32)cc1 | ?
87 | CC(=O)c1ccc(N2CCN(C(=O)c3ccc(Cn4c(=O)[nH]c5ccccc5c4=O)cc3)CC2)cc1 | ?
88 | Cc1cc(C)c(NC(=O)CSc2nc(=O)n(Cc3ccco3)c3c2CCC3)c(C)c1 | 23.0%
89 | COc1cccc(C(=O)Nc2c3c(nn2-c2ccc(C)cc2C)CS(=O)(=O)C3)c1OC | -4.0%
90 | Cc1ccc(S(=O)(=O)NCC2CCC(C(=O)NCCc3ccc(Cl)cc3)CC2)cc1 (stereo not given) | 13.0%
91 | Cc1ccc(CNc2ncnc3c2cnn3-c2ccc(Cl)cc2)cc1 | 11.4%
92 | O=S(=O)(NCCc1csc2nc(-c3ccccc3)nn12)c1cccs1 | ?
93 | COc1ccc(NC(=O)Cn2c(=O)oc3cc(S(=O)(=O)N4CCCCC4C)ccc32)cc1 (stereo not given) | -10.7%
94 | CCN(CC)C(=O)c1sc2c(c1C)c(=O)n(CCc1ccccc1)c(=O)n2Cc1ccc(F)cc1Cl | -5.9%
